Screening data (PubChem)
POLH inh – qHTS for Inhibitors of Polymerase Eta. Potency, µM (highest dose often 114 µM), for the others: top-dose activity change, negative = inhibition, usual class: inhibitors. DNA polymerase eta (Homo sapiens), Q9Y253. AID 588591, 2011. actives 1.2% (n = 390,000). recombinant Pol eta, fluorescent DNA replication assay; further: potency means the concentration at half of the fitted maximal effect; on the % scale 0 is the no-effect control and ±100 the full control effect
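Pol eta at 10 nM preincubated with compounds 15 min at room temperature; reaction started with fluorescent substrate (50 nM final) and read kinetically at 0 and 10 min.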
Pol beta inh – qHTS Assay for Inhibitors of DNA Polymerase Beta. Pol beta primer extension/strand displacement, fluorescence kinetic. actives 1.3% (n = 340,000). Potency, µM (top dose mostly 114 µM), inactives show at the highest dose activity change, negative = inhibition, usual class: inhibitors. P06746; further: potency means the concentration at half of the fitted maximal effect; on the % scale 0 is the no-effect control and ±100 the full control effect
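Homogeneous kinetic assay of primer extension and strand displacement by 10 nM Pol beta, preincubated 15 min at room temperature with compound before 50 nM substrate (final) was added. Read at 0 and 10 min; four-parameter Hill fit.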
BLM inh – qHTS Assay for Inhibitors of Bloom's syndrome helicase (BLM) | recombinant BLM DNA unwinding, fluorescence dequenching | Potency, µM (top dose mostly 56.1 µM), for inactives: at the top dose activity change, negative = inhibition, hits mostly inhibitors | actives 0.2% (n = 350,000) | AID 2528, 2010;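 further: potency means the concentration at half of the fitted maximal effect; plate controls were vehicle for no effect and no enzyme for full effect; nearly all actives have a fitted effect of over 35% in size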
APE1 inh – qHTS Assay for Inhibitors of the Human Apurinic/apyrimidinic Endonuclease 1 (APE1); DNA repair nuclease/redox regulator APEX1 (Homo sapiens), P27695; recombinant APE1, TAMRA/BHQ-2 abasic DNA cleavage fluorescence; Potency, µM (top dose mostly 65.8 µM), for the others: top-dose activity change, negative = inhibition, usual class: inhibitors; actives 0.35% (n = 350,000);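 further: potency means the concentration at half of the fitted maximal effect; plate controls were vehicle for no effect and reference inhibitor for full effect; nearly all actives have a fitted effect of over 55% in size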
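APE1 at 0.75 nM final was preincubated with compound 15 min at room temperature, then 50 nM double-stranded THF abasic-site substrate (5'-TAMRA/3'-BHQ-2) was added. Fluorescence (ex 525/em 598 nm) was read kinetically; third-minus-first read gave activity.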
Pol kappa inh – qHTS for Inhibitors of Polymerase Kappa | DNA polymerase kappa (Homo sapiens), Q9UBT6 | purified Pol kappa, fluorescent DNA synthesis assay, 10 min | Potency, µM (titrated, usually from 107 µM), without a hit: top-dose activity, negative = inhibition, most hits filed as inhibitors | actives 0.53% (n = 400,000) | AID 588579, 2011; further: potency means the concentration at half of the fitted maximal effect; on the % scale 0 is the no-effect control and ±100 the full control effect
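Inhibition of 10 nM Pol kappa is measured by a fluorescent read-out at 0 and 10 min following addition of 50 nM substrate (final), with a 15-min room-temperature compound preincubation.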
Apoferritin bind – qHTS Assay for Identification of Novel General Anesthetics; apoferritin/1-aminoanthracene competitive binding, fluorescence; Potency, µM (series often up to 77.5 µM), for inactives: at the top dose activity change, negative = displacement, actives largely listed as inhibitors; actives 0.074% (n = 350,000); AID 485281, 2010; further: potency means the concentration at half of the fitted maximal effect; on the % scale 0 is the no-effect control and ±100 the full control effect; nearly all actives have a fitted effect of over 20% in size
Target sequence (P02791 2-175 limits assumed): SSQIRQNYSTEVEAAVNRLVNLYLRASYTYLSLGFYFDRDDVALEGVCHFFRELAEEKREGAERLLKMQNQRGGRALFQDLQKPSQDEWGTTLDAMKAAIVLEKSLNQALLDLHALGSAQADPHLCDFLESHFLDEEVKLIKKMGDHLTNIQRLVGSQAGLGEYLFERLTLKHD
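Probe: 1-aminoanthracene (50% saturated, PBS). Protein: horse-spleen apoferritin, 10 uM. Incubation: 10 min, room temperature. Detection: 380 nm excitation, 535 nm emission. Analysis: normalized response, four-parameter Hill.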
POLI inh – qHTS for Inhibitors of Polymerase Iota; DNA polymerase iota (Homo sapiens), Q9UNA4; Pol iota fluorescent replication assay, 10 min; Potency, µM (top dose mostly 115 µM), for inactives: at the highest dose activity, negative = inhibition, hits mostly inhibitors; actives 1% (n = 390,000); AID 588590, 2011; further: potency means the concentration at half of the fitted maximal effect
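Fluorescent replication assay read twice, at 0 min and 10 min after adding 50 nM (final) substrate. Enzyme (10 nM) and compounds were first incubated 15 min at room temperature; enzyme-free buffer wells were negative controls.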
RXFP1 antag – qHTS Assay for Antagonists of the Relaxin Receptor RXFP1. HEK293-RXFP1, relaxin-stimulated cAMP HTRF, 30 min; active compounds read low. actives 0.59% (n = 350,000). Relaxin receptor 1 (Homo sapiens), Q9HBX9. activity change, negative = inhibition, % at 57.5 µM;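 active means activity change of -60% or lower, but not beyond a set lower limit; inconclusive means change between -60% and -40%, or beyond the set limit; inactive means change above -40%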; further: on the % scale 0 is the no-effect control and ±100 the full control effect
Target sequence (Q9HBX9 whole entry, looked up): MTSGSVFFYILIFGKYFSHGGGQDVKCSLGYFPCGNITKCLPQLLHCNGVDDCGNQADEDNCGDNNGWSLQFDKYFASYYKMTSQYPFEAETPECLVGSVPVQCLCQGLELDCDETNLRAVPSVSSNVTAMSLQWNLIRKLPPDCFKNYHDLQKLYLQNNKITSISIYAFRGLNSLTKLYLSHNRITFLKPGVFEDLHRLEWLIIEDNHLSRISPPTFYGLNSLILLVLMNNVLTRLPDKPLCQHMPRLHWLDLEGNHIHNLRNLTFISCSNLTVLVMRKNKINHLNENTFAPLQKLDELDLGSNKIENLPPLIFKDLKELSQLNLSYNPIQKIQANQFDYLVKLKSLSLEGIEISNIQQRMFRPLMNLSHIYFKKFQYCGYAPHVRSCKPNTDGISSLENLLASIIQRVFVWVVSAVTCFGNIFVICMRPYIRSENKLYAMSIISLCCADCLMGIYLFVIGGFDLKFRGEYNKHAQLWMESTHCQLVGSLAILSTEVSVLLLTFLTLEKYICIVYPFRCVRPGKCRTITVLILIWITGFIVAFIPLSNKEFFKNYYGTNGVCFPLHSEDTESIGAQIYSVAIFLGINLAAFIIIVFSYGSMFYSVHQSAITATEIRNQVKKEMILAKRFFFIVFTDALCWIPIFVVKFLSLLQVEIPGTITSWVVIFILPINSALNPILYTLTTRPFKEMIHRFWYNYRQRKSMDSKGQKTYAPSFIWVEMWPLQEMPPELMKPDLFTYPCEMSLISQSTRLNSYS
PGK inhibitor – qHTS Assay to Find Inhibitors of Phosphoglycerate Kinase; Phosphoglycerate kinase, glycosomal (Trypanosoma brucei brucei), P07378; PGK/GAPDH coupled, Kinase-Glo luminescence, 60 min; Potency, µM (doses to about 57.5 µM), for inactives: at the highest dose activity change, negative = inhibition, actives largely listed as inhibitors; actives 0.043% (n = 380,000); further: potency means the concentration at half of the fitted maximal effect; on the % scale 0 is the no-effect control and ±100 the full control effect; nearly all actives have a fitted effect of over 60% in size
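Recombinant glycosomal PGK reaction used 1,3-bisphosphoglycerate generated in-well by GAPDH (100nM final) in 100mM TEA pH 7.6, 5mM MgCl2, 0.01% Tween-20. After 60 minutes at room temperature, ATP was read by Kinase-Glo Plus luminescence end-point.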
Active calls of the source: *; i = inactive; ? = inconclusive; · = not tested or not shown; [ ] = another dose, or the depositor's remark. Unless noted, the call rests on the fitted dose curve; in most records, active means well fitted curve in the direction sought with a large enough effect; inconclusive means small, poorly fitted or top-dose-only effect, or another doubt; inactive means no such curve, though single readings can be large; an effect the other way counts as inactive or inconclusive. A portion of the library; count on the stated rates, not on these rows.

smiles	POLI inh	POLH inh	BLM inh	Apoferritin bind	Pol beta inh	Pol kappa inh	APE1 inh	PGK inhibitor	RXFP1 antag
C=CCOC(=O)C1=C[C@H](c2cn(C(C)=O)c3ccccc23)C[C@H](OCc2ccc(CO)cc2)O1	-24%	1%	-9%	?	15%	-6%	-6%	-1%	·
O=C(CCc1nc2ccccc2[nH]1)NC1CCCCC1	5%	-6%	2%	16%	1%	-1%	4%	i	·
Cc1cc(C)c(S(=O)(=O)N/N=C/c2ccc3c(c2)OCO3)c(C)c1	-5%	-19%	-12%	-17%	-1%	-4%	12%	-3%	-1
C/C=C\C(=O)Nc1cccc(C2=NOC3(C2)C[C@@H](C(N)=O)N(C(=O)C2(C)CC2)C3)c1 (stereo not given in full)	-5%	-12%	-2%	-10%	-8%	-4%	-8%	-6%	·
CCOC(=O)c1c(NC(=O)c2cc(-c3ccccc3OC)on2)sc(C)c1C	8%	-5%	-5%	2%	1%	-23%	·	9%	-9
Cc1ccc(-c2ccc(=O)n(CC(=O)Nc3ccc(C)cc3Cl)n2)cc1	?	-26%	-6%	10µM*	?	-8%	·	-7%	·
CC(C)c1ccc(/C=N/Nc2ccc(C(=O)O)cc2)cc1	-10%	8%	2%	-1%	0%	14%	1%	-10%	-10
COc1cc(NC(=O)COC(C)=O)cc(OC)c1OC	-8%	-3%	0%	-11%	-2%	3%	-2%	6%	8
COC(=O)c1c(NC(=O)/C(C#N)=C/c2ccc(OC)cc2)sc2c1C(C(=O)OC)CC2 (stereo not given)	8%	5%	-2%	-6%	2%	-5%	·	1%	-1
N#Cc1ccc(COC(=O)c2ccc3c(c2)OCO3)cc1	-13%	10%	·	·	·	-19%	·	-3%	-3
CCCn1ccc2c(OCC(=O)Nc3ccc(C(F)(F)F)cc3)cccc2c1=O	15%	-19%	0%	-20%	8%	-4%[60.1 µM]	·	0%	·
Cc1csc2ncc(C(=O)NCc3ccccn3)c(=O)n12	-1%	-7%	2%	1%	4%	18%	-3%	-6%	·
CN1CCN(S(=O)(=O)c2ccc(NC(=S)NC(=O)c3ccccc3)cc2)CC1	1%	-3%	2%	-15%	1%	0%	2%	4%	-6
CC(C)COc1ccc(C(=O)Nc2scc(-c3ccc(Br)cc3)c2C(=O)OC(C)C)cc1	-7%	-11%	1%	-1%	-10%	3%	·	-2%	-12
O=C(CNC(=O)C1CCCCC1)OCn1nnc2ccccc2c1=O	-10%	-4%	0%	-12%	-10%	2%	2%	i	0
O=C(CCC(=O)Nc1ccc(Cl)cc1)N/N=C/c1ccc2c(c1)OCO2	29%	-12%	-7%	41%[activator]	0%	-8%	15%	-9%	-11
Cc1[nH]nc(N2CCCCC2)c1[N+](=O)[O-]	20%	-5%	4%	-19%	27%	-19%	4%	-1%	-6
C/C(CC(=O)NC1CCCCC1)=N\NC(=O)c1ccccc1C	100%[activator]	-22%	-4%	-8%	27%	4%	31%	1%	0
CCCn1nc(NC(=O)c2cccs2)c2cc3cc(OC)ccc3nc21	91%[activator]	?	-8%	5%	4%	-20%	0%	-1%	-2
Cc1[nH]c(/C=C2\C(=O)Nc3ccc(S(=O)(=O)N(C)c4cccc(Cl)c4)cc32)c(C)c1C(=O)N1CCN(C)CC1	·	·	-6%	2%	·	?	-5%	·	·

(next part)
smiles	POLI inh	POLH inh	BLM inh	Apoferritin bind	Pol beta inh	Pol kappa inh	APE1 inh	PGK inhibitor	RXFP1 antag
O=C1N(Cc2cccc(Cl)c2)C[C@@H]2C[C@@H](c3ccsc3)N3CCC[C@@]123	71%[activator]	-10%	-3%	-5%	34%	-4%	15%	i	-11
CC(=O)NC(C1C(=O)CC(C)(C)CC1=O)(C(F)(F)F)C(F)(F)F	0%	-1%	4%	26%	-1%	-4%	3%	·	-22
Cc1ccc2nsnc2c1NC(=O)CCc1ccccc1	260%[activator]	-22%	-2%	-5%	14%	-4%	-4%	2%	-9
Cc1cnc(C(=O)OCC(=O)Nc2ccc3c(c2)OCCO3)cn1	8%	-19%	·	·	·	-11%	-12%	-7%	-7
COc1ccc(-c2noc(N3CCC(C(=O)Nc4ccc(C)c(F)c4)CC3)n2)cc1OC	12%	-5%	0%	-14%	17%	8%	·	-1%	-12
CCOc1ccc(S(=O)(=O)N2CCC(C(=O)NC3CC3)CC2)cc1Cl	24%	-15%	-4%	-4%	-11%	-2%	5%	i	-4
O=C(c1ccccc1F)N(NC(=O)C(O)(c1ccccc1)c1ccccc1)c1ccccc1	10%	-12%	7%	-18%	-11%	-13%	-1%	10%	-1
CCOC(=O)Cn1c(=O)oc2cc(S(=O)(=O)N3CCN(c4ccccc4OC)CC3)ccc21	-9%	-4%	-4%	6%	-2%	-9%	·	-8%	-65*
Cc1ccc(S(=O)(=O)N2CCN(C(=O)CCOc3ccccc3C)CC2)cc1C	21%	-10%	·	·	·	-2%	13%	-7%	-14
CCOc1ccccc1N1CC(C(=O)N2CCN(Cc3ccc(C#N)cc3)CC2)CC1=O (stereo not given)	-13%	-6%	·	·	·	8%	?	-5%	1
COc1cc(/C=C(/NC(C)=O)C(=O)O)cc(Cl)c1OCc1ccc(Br)cc1	30%[activator]	11%	-3%	-4%	17%	0%	2%	-1%	4
Cc1cc(C(=O)Nc2ccccc2Cc2ccccc2)no1	46%[activator]	-11%	2%	?	-1%	5%	50%[activator]	2%	-6
O=C(Cn1ncc(Cl)c(Cl)c1=O)NC1CCCCC1	1%	-20%	·	·	·	-3%	16%	7%	-20
O=C(Nc1ccccc1N1CCCCC1)C1CCN(S(=O)(=O)c2cccc(C(F)(F)F)c2)CC1	20%	-23%	·	·	·	-11%	3%	-10%	-1
O=C(NCc1cccs1)c1cnc(Cl)c(Cl)c1	23%	-20%	-6%	-6%	6%	-4%	0%	-11%	-12
O=C1CN(C(=O)COC(=O)c2ccc(C(F)(F)F)cc2)c2ccccc2N1	7%	-11%	·	·	·	4%	5%	i	-5
Cn1c(C(=O)NCc2ccc(Cl)cc2)cc2c(=O)n(C)c3ccccc3c21	1%	-3%	-7%	8%	5%	-11%	·	8%	·
C/C(Cl)=C\C[N+](C)(C)CC(=O)OCCc1ccccc1	-8%	9%	-1%	-6%	-1%	3%	2%	-2%	1
CCOc1ccccc1NC(=O)C(=O)NCCc1sc2nc(-c3ccc(OC)cc3)nn2c1C	4%	-10%	-3%	-2%	-1%	1%[60.1 µM]	·	-1%	2
Nc1ccc(C2(c3ccc(N)cc3)c3ccccc3C(=O)c3ccccc32)cc1	38%[activator]	-13%	·	·	·	1%	·	i	-34

Next part:
smiles	POLI inh	POLH inh	BLM inh	Apoferritin bind	Pol beta inh	Pol kappa inh	APE1 inh	PGK inhibitor	RXFP1 antag
CC1(CC(=O)Nc2ccccc2)NC(=S)N(c2ccccc2)N1 (stereo not given)	110%[activator]	-8%	-10%	-7%	1%	-3%	-5%	7%	-11
CC(C)CC(=O)C1CCCN(C(=O)c2ccc3oc(Cc4ccccc4)nc3c2)C1 (stereo not given)	-6%	-20%	-6%	?	23%	4%	16%	-10%	-4
O=C(NNC(=O)c1cc(-c2ccccc2Cl)nc2ccccc12)c1csc(N2CCOCC2)n1	7%	-12%	·	·	·	-5%	34%	-2%	-17
COc1ccc(NC(=O)Cc2ccc(C)c(C)c2)cc1Cl	82%[activator]	4%	-1%	-7%	41%	3%	3%	5%	15

Entries listed so far that contain fluorine:
smiles	POLI inh	POLH inh	BLM inh	Apoferritin bind	Pol beta inh	Pol kappa inh	APE1 inh	PGK inhibitor	RXFP1 antag
CCCn1ccc2c(OCC(=O)Nc3ccc(C(F)(F)F)cc3)cccc2c1=O	15%	-19%	0%	-20%	8%	-4%[60.1 µM]	·	0%	·
CC(=O)NC(C1C(=O)CC(C)(C)CC1=O)(C(F)(F)F)C(F)(F)F	0%	-1%	4%	26%	-1%	-4%	3%	·	-22
COc1ccc(-c2noc(N3CCC(C(=O)Nc4ccc(C)c(F)c4)CC3)n2)cc1OC	12%	-5%	0%	-14%	17%	8%	·	-1%	-12
O=C(c1ccccc1F)N(NC(=O)C(O)(c1ccccc1)c1ccccc1)c1ccccc1	10%	-12%	7%	-18%	-11%	-13%	-1%	10%	-1
O=C(Nc1ccccc1N1CCCCC1)C1CCN(S(=O)(=O)c2cccc(C(F)(F)F)c2)CC1	20%	-23%	·	·	·	-11%	3%	-10%	-1
O=C1CN(C(=O)COC(=O)c2ccc(C(F)(F)F)cc2)c2ccccc2N1	7%	-11%	·	·	·	4%	5%	i	-5
